# Screens (PubChem)
# Mdm2 MdmX PPI: human Mdm2/MdmX binding inhibition; AID 485346; O15151+Q00987; SaOS-2 split-luciferase Mdm2/MdmX complementation, luminescence; inhibition, % at 8 µM; 330,000 tested, 3% active;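 active means inhibition of at least 50% at 8 µM in the primary screen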
# Target sequence (O15151 whole entry, looked up): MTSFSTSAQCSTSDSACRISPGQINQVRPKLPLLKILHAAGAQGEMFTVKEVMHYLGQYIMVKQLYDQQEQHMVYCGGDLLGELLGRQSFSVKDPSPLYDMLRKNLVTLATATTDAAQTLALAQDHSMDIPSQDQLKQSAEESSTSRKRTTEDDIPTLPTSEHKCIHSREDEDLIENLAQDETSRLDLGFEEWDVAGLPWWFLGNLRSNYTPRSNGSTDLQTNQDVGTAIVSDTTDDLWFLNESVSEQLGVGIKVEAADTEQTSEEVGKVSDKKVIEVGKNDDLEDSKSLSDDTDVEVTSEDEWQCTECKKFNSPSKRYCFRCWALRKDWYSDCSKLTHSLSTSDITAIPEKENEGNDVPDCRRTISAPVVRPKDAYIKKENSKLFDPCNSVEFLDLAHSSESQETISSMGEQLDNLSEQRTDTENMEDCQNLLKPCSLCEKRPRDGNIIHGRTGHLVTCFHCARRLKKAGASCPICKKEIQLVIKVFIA
# Target sequence (Q00987 whole entry, looked up): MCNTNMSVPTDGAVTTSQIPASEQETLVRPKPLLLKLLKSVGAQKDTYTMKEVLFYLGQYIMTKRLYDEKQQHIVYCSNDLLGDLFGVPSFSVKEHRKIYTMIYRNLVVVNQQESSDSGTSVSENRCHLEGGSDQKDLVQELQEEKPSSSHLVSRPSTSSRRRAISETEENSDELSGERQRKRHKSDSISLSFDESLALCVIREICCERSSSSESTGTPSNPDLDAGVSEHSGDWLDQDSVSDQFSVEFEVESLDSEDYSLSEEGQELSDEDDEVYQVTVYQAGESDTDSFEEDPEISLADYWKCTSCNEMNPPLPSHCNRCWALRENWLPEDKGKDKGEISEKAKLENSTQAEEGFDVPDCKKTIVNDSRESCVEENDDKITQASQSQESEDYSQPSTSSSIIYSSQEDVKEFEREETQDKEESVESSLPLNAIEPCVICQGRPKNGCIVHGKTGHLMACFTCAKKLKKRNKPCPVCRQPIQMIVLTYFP
# UPR XBP1 act: adaptive UPR (XBP1) activation; CHO-XBP1 luciferase reporter, IRE1-XBP1 UPR activation, luminescence; percent of tunicamycin response, DMSO as zero; 330,000 tested, 0.33% active; AID 463104; activation, % at 20 µM;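 active means versus positive control, 20 µM dose yields 30% or more activation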;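 further: 100% = tunicamycin at 10 µg/mL and 0% = DMSO only wells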
#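 Material: CHO cell line with stable XBP1 luciferase reporter; schedule: 16-18 h cell attachment at 37 °C, then 6 h compound exposure; signal: glow luminescence from Steady-Glo reagent; medium: serum-containing F12 medium, 10% FBS; benchmarks: tunicamycin 10 µg/mL and vehicle-only wells; read-out: percent activation relative to tunicamycin reference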
# TIM10 inh: TIM10 yeast growth inhibition; S. cerevisiae TIM10 strain growth, BacTiter-Glo luminescence, 24 h; inhibition, % at 10 µM; 330,000 tested, 1.4% active; AID 463195;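 active means inhibition of 40% or more at the single tested concentration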;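 further: wild-type TIM10 isogenic control strain grown at permissive 25 °C; 0% = DMSO yeast wells and 100% = minimal medium wells without yeast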
# 697 NFkB inh: inhibitors of the PMA/ionomycin-induced NF-kB reporter in 697 B cells; 330,000 tested, 0.33% active; 697 B-cell NF-kB luciferase reporter, 16 h; AID 435022; inhibition, % at 4 µM; in the data active means inhibition above about 35%
# UPR CHOP act: activators of apoptotic arm of unfolded protein response (CHOP) | CHO-CHOP luciferase reporter, UPR activation, luminescence; percent of tunicamycin response over DMSO baseline | 330,000 tested, 0.34% active | activation, % at 10 µM;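 active means at 10 µM dose, activation of 40% or more, normalized to positive control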;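 further: 100% = tunicamycin at 10 µg/mL and 0% = DMSO alone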
#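 Test system: CHO-CHOP cells, stable luciferase reporter of PERK-eIF2a-CHOP signalling | Quantity: 500 CHO-CHOP cells per well | Buffer or medium: F12 plus 10% serum | Compound dosing: 10 µM single point, 0.5% DMSO | Schedule: 6 h compound treatment, 37 °C | Signal: Luciferase luminescence | Control set: Tunicamycin high control, DMSO low control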
# Jurkat NFkB inh: lowers PMA/ionomycin-induced NF-kB signal in Jurkat cells; AID 435003; inhibition, % at 4 µM; PMA/ionomycin-induced NF-kB luciferase reporter, luminescence; 330,000 tested, 0.53% active; in the data active means inhibition above about 50%
# tim23-1 inh: tim23-1 yeast growth inhibition | S. cerevisiae tim23-1 growth, BacTiter-Glo luminescence, 24 h | inhibition, % at 20 µM | 330,000 tested, 1.3% active;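 active means growth inhibition of the mutant yeast at or above 50%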;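 further: temperature-sensitive mutant grown at 25 °C; plate controls were DMSO-treated mutant yeast for no effect and medium wells lacking yeast for full effect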
# tim10-1 inh: tim10-1 yeast growth inhibition | S. cerevisiae tim10-1 ts strain growth, BacTiter-Glo, 24 h | inhibition, % at 20 µM | 330,000 tested, 2.2% active;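 active means inhibition of at least 40%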;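 further: mutant grown at 25 °C; 0% = DMSO wells with yeast and 100% = wells holding no yeast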
# The depositor's hits bear a star. An excerpt (hit frequency here may not be typical).
SMILES,Mdm2 MdmX PPI,UPR XBP1 act,TIM10 inh,697 NFkB inh,UPR CHOP act,Jurkat NFkB inh,tim23-1 inh,tim10-1 inh
O=C(Nc1cccc2ccccc12)N1CCC2(CC1)OCCO2,-30,4,9,-25,0.1,-4,14,11
O=C(Nc1ccc(C(F)(F)F)cc1)c1cccn(Cc2ccc3c(c2)OC(F)(F)O3)c1=O,22,3,33,0,0.2,54*,12,46*
O=C(Cn1c(=O)n(CC2CS2)c2ccccc21)N1CCCCCC1 (configuration not stated),-2,5,11,8,0.1,2,8,7
O=c1c2ccccc2nc(/C=C/c2ccc(O)c(O)c2)n1-c1ccccc1,24,13,0,8,3.9,-23,28,24
CC12CN3CC(C)(CN(C1)C3c1cccs1)C2 (configuration not stated),-26,1,-3,16,-0.9,2,8,3
COc1ccccc1N1CCN(Cc2ccc(SC)cc2)CC1,29,-1,-9,8,-1.2,5,5,-4
Cc1ccc(N2C(=O)CC(=O)NC2=O)c(C)c1,8,-2,5,-4,2.0,-13,-10,-4
C=CC[C@@H](CC/C=C/C=C/CC/C=C\[C@@H]1CSC([C@@H]2C[C@@H]2C)=N1)OC,56*,12,36,-325,2.1,74*,42,40
COc1ccc(-n2c(O)c(C(C)=Nc3ccc4c(c3)CCC4)c(=O)[nH]c2=O)cc1,25,2,-11,-21,0.8,-8,-5,6
C[C@]12CCC(=O)C=C1CC[C@@H]1C2[C@H](O)C[C@]2(C)C(=O)CCC12 (some centres not stated),-5,-3,-8,-11,0.8,-9,-3,7
Cc1nc2cc(C(=O)N3CCC4(CC3)OCCO4)ccc2n1-c1ccc(Br)cc1,-1,1,-4,13,-0.4,-3,14,18
CC1(C)CC(=O)C(C=NCCN2CCN(C(=O)Cc3ccccc3)CC2)=C(O)C1,30,0,5,12,-1.5,-3,7,-2
CC1(c2ccccc2)NCCN2C(=O)CSC21 (configuration not stated),18,1,-12,-1,-0.4,-10,4,12
CCN1CCN(Cc2nc3ccc([N+](=O)[O-])cc3c(=O)n2-c2ccccc2F)CC1,17,0,-14,5,0.6,-23,9,17
CC(=NCCCO)c1c(O)n(Cc2ccccc2)c(=O)[nH]c1=O,0,3,0,7,0.4,9,5,1

# Structures shown so far that contain fluorine (two):
SMILES,Mdm2 MdmX PPI,UPR XBP1 act,TIM10 inh,697 NFkB inh,UPR CHOP act,Jurkat NFkB inh,tim23-1 inh,tim10-1 inh
O=C(Nc1ccc(C(F)(F)F)cc1)c1cccn(Cc2ccc3c(c2)OC(F)(F)O3)c1=O,22,3,33,0,0.2,54*,12,46*
CCN1CCN(Cc2nc3ccc([N+](=O)[O-])cc3c(=O)n2-c2ccccc2F)CC1,17,0,-14,5,0.6,-23,9,17

# Back to the main list; the two compounds before the break are reprinted first.
SMILES,Mdm2 MdmX PPI,UPR XBP1 act,TIM10 inh,697 NFkB inh,UPR CHOP act,Jurkat NFkB inh,tim23-1 inh,tim10-1 inh
CCN1CCN(Cc2nc3ccc([N+](=O)[O-])cc3c(=O)n2-c2ccccc2F)CC1,17,0,-14,5,0.6,-23,9,17
CC(=NCCCO)c1c(O)n(Cc2ccccc2)c(=O)[nH]c1=O,0,3,0,7,0.4,9,5,1
O=C(CCNC(=O)N1C[C@H]2C[C@@H](C1)c1cccc(=O)n1C2)Nc1ccc(F)cc1,16,-2,-5,9,1.4,-4,-1,-4
O=S1(=O)CC2(N3CCOCC3)CCCCCCC21 (configuration not stated),35,-2,-19,13,-1.2,9,0,22
O=C1NC(=O)N(c2ccccc2F)C(=O)/C1=C/c1cn(CC(=O)N2CCOCC2)c2ccccc12,-6,0,-6,10,0.0,0,20,15
CN1CC(C(=O)c2ccc(Cl)cc2)C(c2ccc(Cl)cc2Cl)C1 (configuration not stated),-27,1,20,10,-2.3,-20,12,24
Nc1c(C(=O)NCc2ccco2)c2nc3ccccc3nc2n1Cc1ccc(F)cc1,14,1,12,7,14,10,20,31
CC(N)C(=O)c1ccco1 (configuration not stated),4,-2,-11,-9,-2.8,-10,-8,-10
CC12CNCC(C)(CNC1)C2O (configuration not stated),-5,1,5,20,-1.5,-7,-3,-9
Cc1ccc(C2=CCNCC2)cc1,0,-2,0,-5,-1.2,-7,7,-8
O=C(c1cccc(N2CCCC2=O)c1)N1CCC2(CC1)OCCO2,-8,0,15,3,0.2,1,-20,1
COc1ccccc1/C=C1\C(=O)NC(=S)N(c2ccccc2)C1=O,26,-6,-18,16,1.5,-18,-5,14
Cc1ccc(NC2=NCCCS2)c(C)c1C,6,-2,-5,9,2.5,0,3,2
Cc1ccc(-c2ccc(=O)n(CCC(=O)N3CCC4(CC3)OCCO4)n2)cc1,-36,0,5,-4,3.4,-9,17,24
Cc1cc([N+](=O)[O-])c(Cl)cc1NC(=O)C(C)C,14,-1,2,15,-0.7,11,12,2
CC1CCCCN1C(=O)c1ccc(N2CC3CC(C2)c2cccc(=O)n2C3)c([N+](=O)[O-])c1 (configuration not stated),1,-2,-4,-5,-0.5,-1,1,-2
CCCCC(=O)N/N=C/c1c(O)n(CCc2ccccc2)c(=O)[nH]c1=O,-6,-3,-11,2,-1.3,-7,-15,-3
C(#CCN1CCOCC1)COCC#Cc1ccccc1,-20,-1,1,19,-0.5,8,4,1
COC(=O)C1=C(c2c(C)noc2C)C[C@@H]2CC[C@H]1N2C(=O)NC(C)C,-34,-1,-3,22,2.0,1,15,4
Brc1ccccc1,12,1,6,17,1.2,1,13,5
CC(=O)c1c(C)n(C2CCCCC2)c2ccc(O)cc12,82*,-2,6,4,-1.2,33,8,7
Cc1cc(C(=O)N2CCC3(CC2)OCCO3)cs1,14,-1,5,20,-1.8,3,-3,3
O=C1C(=O)c2ccccc2-c2ccccc21,99*,-12,92*,15,-4.8,34,77*,85*
O=C(C[n+]1ccn(CCCNP2(=O)C=C(c3ccccc3)OC(c3ccccc3)=C2)c1)c1ccccc1,5,-1,14,9,-0.1,0,9,-12
CCOP(=O)(OCC)c1ccc(OP(=O)(c2cccc([N+](=O)[O-])c2)c2cccc([N+](=O)[O-])c2)cc1,4,-2,9,5,0.0,-1,6,4
CC1=NN(Cc2c[nH]c3ccccc23)C(C)(C)C1,-19,-2,2,2,-1.4,4,10,8
c1cc2c(cc1C1OCC3C(c4ccc5c(c4)OCO5)OCC13)OCO2 (configuration not stated),1,0,-24,9,-0.2,-1,31,-37
CCN(CC)C(=O)c1ccc(NC(=O)CSc2nnnn2-c2cc(OC)ccc2OC)cc1,22,3,6,-33,-1.7,-13,18,-3
COC(=O)C1=C(c2ccc3ccccc3c2)C[C@@H]2CC[C@H]1N2C(=O)NC1Cc2ccccc2C1,-10,-3,6,2,-0.3,1,28,11
CCCCn1c(O)c(C=NCCCN(CC)CC)c(=O)[nH]c1=O,11,0,-7,18,0.4,9,3,-6
CN1C(=O)/C(=C\c2ccc(N3CCCCCC3)cc2)C(=O)NC1=S,7,-2,6,25,1.1,-1,18,3
COC(=O)C1=C(c2ccccc2OCc2ccccc2)C[C@@H]2CC[C@H]1N2C(=O)NCc1cccc(C(F)(F)F)c1,29,-2,11,10,2.9,0,18,17

# Some of the entries so far, as labelled records.
Brc1ccccc1
  Mdm2 MdmX PPI = 12 | UPR XBP1 act = 1 | TIM10 inh = 6 | 697 NFkB inh = 17 | UPR CHOP act = 1.2 | Jurkat NFkB inh = 1 | tim23-1 inh = 13 | tim10-1 inh = 5

COC(=O)C1=C(c2ccc3ccccc3c2)C[C@@H]2CC[C@H]1N2C(=O)NC1Cc2ccccc2C1
  Mdm2 MdmX PPI = -10 | UPR XBP1 act = -3 | TIM10 inh = 6 | 697 NFkB inh = 2 | UPR CHOP act = -0.3 | Jurkat NFkB inh = 1 | tim23-1 inh = 28 | tim10-1 inh = 11

# (next part)
SMILES,Mdm2 MdmX PPI,UPR XBP1 act,TIM10 inh,697 NFkB inh,UPR CHOP act,Jurkat NFkB inh,tim23-1 inh,tim10-1 inh
CCOC(=O)C1=C(N)OC2=C(C(=O)CCC2)C12C(=O)Nc1ccccc12 (configuration not stated),26,-4,15,24,-1.6,2,11,13
COc1ccc(Br)cc1CNCCc1cccc(Cl)c1,3,-3,0,-42,2.5,5,11,1
O=C(NC1CCCCC1)[C@@H]1CC=C[C@@H]2CCN(Cc3ccccc3)C(=O)[C@@H]21,-5,0,9,-13,-1.2,-4,23,12
CN(C)C(=O)Oc1ccc(Cl)c2ccccc12,7,0,-1,0,-1.5,9,4,22
Cn1c(O)c(N=Nc2ccc(S(=O)(=O)N3CCOCC3)cc2)c(=O)n(C)c1=O,-2,0,0,-2,-2.4,8,8,6
COC(=O)C1=C(c2ccc(F)cc2OCc2ccccc2)C[C@@H]2CC[C@H]1N2C(=O)NCc1ccc2[nH]ccc2c1,52*,-5,0,4,1.8,-12,22,9
COc1ccccc1N1CCN(Cc2c(F)cccc2Cl)CC1,26,-2,1,0,-0.6,-9,-7,13
Cc1cc(C)c2c(c1)-c1cc(C)nn1C(c1cccnc1)N2 (configuration not stated),19,2,8,0,-0.6,0,18,28
C#CC(CC)(CC)NC(=O)Nc1ccc(OCC)cc1,-47,1,-8,-33,0.2,0,7,-9
COc1ccc(C)cc1NC(=O)c1c(C)nn(Cc2ccccc2)c1Cl,-21,0,-7,4,-0.9,-13,4,29
O=C1CC(C(=O)N2CCC3(CC2)OCCO3)CN1CCc1ccccc1 (configuration not stated),-4,10,-1,-13,-2.3,2,9,-5
CN1CSC(=S)N(C)C1,16,-2,4,-2,40*,5,34,17
c1ccc2c(CCNC3=NCCC3)c[nH]c2c1,14,-3,6,-38,-0.3,-1,11,5
Cn1cc(C(=O)OCC(=O)Nc2ccccc2Cl)c2ccccc21,24,-2,16,-10,1.1,1,20,9
CCC(=Nc1cc(OC)ccc1OC)c1c(O)[nH]c(=O)[nH]c1=O,-7,2,14,-23,-2.4,-20,-33,0
CC(NC(=O)Oc1ccccc1)C(c1cccs1)N1CCOCC1 (configuration not stated),16,-1,18,20,-1.2,12,16,18
O=[N+]([O-])c1cccc(C2N3CCCN23)c1 (configuration not stated),11,-1,-2,0,-1.0,0,2,5
O=S(=O)(c1ccc(Cl)cc1)N1CC1c1ccccc1 (configuration not stated),8,0,23,-10,2.3,4,28,12
O=[N+]([O-])c1ccc(N2CCCNCC2)c2ncccc12,15,1,11,-47,1.7,11,0,7
COC(=O)C1=C(c2cccc(C#N)c2)C[C@@H]2CC[C@H]1N2C(=O)N1CCCCC1,17,0,9,-4,-2.1,-2,15,16

# Just Jurkat NFkB inh, for 2 of the compounds above:
structure | Jurkat NFkB inh
CC12CN3CC(C)(CN(C1)C3c1cccs1)C2 (configuration not stated) | 2
CCCCn1c(O)c(C=NCCCN(CC)CC)c(=O)[nH]c1=O | 9
